Screening results from PubChem BioAssay.
KCC2 mod – modulates chloride dependent transport by human KCC2 | Q9H2X9 | KCC2 cells, thallium flux FluoZin-2 fluorescence | B-score of Tl+ flux slope (higher = more flux/activation; lower = inhibition) at 10 µM | actives 2.2% (n = 190,000);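 active = thallium flux slope and its plate-corrected score both differing from the plate sample mean at a set confidence after two filtering rounds, in either direction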;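 also: slope of fluorescence scaled to starting intensity during 10 to 20 s after thallium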
TNF death inh – inhibitors of TNF-alpha induced necroptosis in Jurkat FADD-/- cells. actives 0.068% (n = 220,000). activation (protection from cell death), % at 10 µM. Jurkat FADD-/- TNF necroptosis rescue, ATP luminescence, 24 h; 0 = TNF only, 100 = no-TNF cells;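 active = activation, meaning protection from cell death, of at least 50% relative to plate controls; inactive = activation below 50%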;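 also: necroptosis triggered by 40 ng/mL TNF-alpha added together with compound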
FXIIa inh 1536 – factor XIIa (human) inhibition | purified FXIIa, Boc-QGR-AMC fluorogenic substrate, 2 h | actives 0.3% (n = 220,000) | inhibition, % at 5 µM | P00748; in the data active = inhibition above about 40%;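 also: 0% = enzyme with no compound and 100% = blank without enzyme; many of its hits are not listed in these tables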
Target sequence (P00748 20-372 limits assumed): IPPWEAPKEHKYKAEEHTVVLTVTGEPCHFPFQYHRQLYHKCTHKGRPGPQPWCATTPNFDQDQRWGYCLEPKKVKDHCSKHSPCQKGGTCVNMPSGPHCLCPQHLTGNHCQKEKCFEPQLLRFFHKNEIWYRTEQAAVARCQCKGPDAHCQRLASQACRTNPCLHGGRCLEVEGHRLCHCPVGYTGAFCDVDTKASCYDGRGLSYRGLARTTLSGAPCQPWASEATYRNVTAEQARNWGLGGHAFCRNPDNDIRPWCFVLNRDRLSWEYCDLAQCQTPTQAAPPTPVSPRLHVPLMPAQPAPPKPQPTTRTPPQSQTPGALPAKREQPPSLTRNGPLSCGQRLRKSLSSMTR
Target sequence (P00748 373-615 limits assumed): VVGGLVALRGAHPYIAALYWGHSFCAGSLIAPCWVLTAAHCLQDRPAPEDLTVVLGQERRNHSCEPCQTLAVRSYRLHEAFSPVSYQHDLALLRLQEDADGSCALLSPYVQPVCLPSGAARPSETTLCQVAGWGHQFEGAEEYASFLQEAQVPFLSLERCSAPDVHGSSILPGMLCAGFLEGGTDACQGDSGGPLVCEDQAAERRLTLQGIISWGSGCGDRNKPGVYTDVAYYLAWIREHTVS
Hck-Nef inh – inhibitors of human Hck kinase activated by Nef; inhibition, % at 20 µM; actives 0.68% (n = 220,000); Recombinant Hck-YEEI plus Nef, Z-Lyte FRET kinase assay; AID 463187;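 active = Hck-Nef kinase inhibition above about 50%, limit read from the data; inactive = inhibition below that limit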;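 also: 0% = DMSO with Hck plus Nef and 100% = Hck alone without Nef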
KLK5 inh – inhibitors of human kallikrein 5; Q9Y337; recombinant hK5, fluorogenic AMC substrate cleavage; inhibition, % at 5 µM; actives 0.59% (n = 210,000);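 active = inhibition of 40% or more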;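 also: 0% = enzyme controls without compound and 100% = no-enzyme blanks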
FXIa inh – factor XIa (human) inhibition; P03951; purified FXIa, Boc-Glu-Ala-Arg-AMC fluorogenic substrate; inhibition, % at 5 µM; actives 0.14% (n = 220,000); AID 798;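 active = inhibition of at least 40%; inactive = inhibition below 40%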;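 also: fluorescence of freed AMC excited at 355 nm; 0% = enzyme without compound and 100% = no enzyme blank; many of its hits are not listed in these tables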
thrombin 1536 – thrombin (human) inhibition; alpha-thrombin, Boc-VPR-AMC fluorogenic substrate cleavage; P00734; inhibition, % at 5 µM; actives 0.26% (n = 220,000);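 active = inhibition at or above 40%; inactive = inhibition below 40%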;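 also: 0% = enzyme with no compound and 100% = wells without enzyme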
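Test system: human alpha-thrombin protein / Dosing: one concentration per compound, 5 µM, with 0.2% DMSO / Medium: pH 7.5 Tris-saline with Tween 20 / Benchmarks: no-compound enzyme wells and no-enzyme blanks / Read-out basis: percent inhibition of thrombin substrate cleavage / Timing: reaction at room temperature / Measured by: fluorescence, ex 355 nm, em 460 nm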
Rad51 HR inh – Rad51 (human) homologous recombination inhibition; Q06609; hRad51 DNA strand exchange, fluorescence dequenching; inhibition, % at 10 µM; actives 0.085% (n = 200,000);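 active = inhibition above 40% at the single screening dose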;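 also: 0% = DMSO control wells and 100% = blanks with heterologous ssDNA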
Target sequence (Q06609 whole entry, looked up): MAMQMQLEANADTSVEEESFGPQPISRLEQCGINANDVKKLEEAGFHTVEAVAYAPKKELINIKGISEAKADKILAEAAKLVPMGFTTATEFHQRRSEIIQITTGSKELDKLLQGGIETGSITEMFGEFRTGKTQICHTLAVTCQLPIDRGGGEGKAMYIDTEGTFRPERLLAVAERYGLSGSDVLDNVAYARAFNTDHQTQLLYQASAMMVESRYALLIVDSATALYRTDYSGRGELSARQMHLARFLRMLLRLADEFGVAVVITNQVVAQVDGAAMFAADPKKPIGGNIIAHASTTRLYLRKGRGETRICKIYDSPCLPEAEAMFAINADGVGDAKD
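System: hRad51 filaments on single-stranded DNA; reagent: Fluorescein- and BHQ1-tagged 47-mer duplex; compound dosing: one concentration, 10 µM final; timing: filaments 15 min 37 °C, then compound 30 min; measured by: fluorescein emission 520 nm, excitation 485 nm; benchmarks: per-plate controls and blanks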
zVAD death inh – L929 zVAD cell death inhibition. L929 zVAD necroptosis rescue, ATP luminescence, 24 h; with zVAD 60 µM. viability rescue, % at 10 µM. actives 0.38% (n = 220,000). AID 1377;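 active = activation, scaled between plate controls, above about 75%, limit read from the data; inactive = activation under that limit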;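 also: 0% = zVAD with DMSO and 100% = DMSO alone without zVAD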
Active calls of the source: *; . = not tested or not shown.

SMILES	KCC2 mod	TNF death inh	FXIIa inh 1536	Hck-Nef inh	KLK5 inh	FXIa inh	thrombin 1536	Rad51 HR inh	zVAD death inh
COc1cccc(-n2c(C)nc3c(cnn3-c3ccc(Cl)cc3)c2=O)c1	-0.36	-5.5	7	4	-11	4	4	4	-0.6
O=C(Cc1c(O)c2ccccc2[nH]c1=O)NCc1cccc(F)c1	0.2	3.5	-3	-2	-8	-15	-5	7	0.5
COc1cccc(NC(=O)C2CCN(S(C)(=O)=O)CC2)c1	0.11	-0.6	-6	2	5	-15	-4	-8	0.0
Cc1ccc(-c2noc(CCC(=O)Nc3ccc(C)cn3)n2)cc1	-0.82	-0.8	-11	1	11	6	-4	16	-0.3
CCCCN(C)CCCNC(=O)C1CC(=O)N(Cc2ccc(OC)cc2)C1 (stereo not drawn)	.	0.5	8	1	-13	2	-1	0	-0.4
CCCn1c(SCC(=O)Nc2cc(C)on2)nc2c1c(=O)n(C)c(=O)n2C	1.6	0.0	.	-1	.	.	.	.	0.1
Cn1nc(C(=O)Nc2ccc(S(=O)(=O)NCc3ccco3)cc2)c2ccccc2c1=O	0.24	-5.8	7	3	-8	3	-5	-4	0.6
Cn1c(=O)n(Cc2ccccc2)c2ccccc21	-0.012	3.5	6	-2	0	3	-7	2	0.9
NC(N)=N/N=C/c1ccc(Br)cc1	-0.23	-13	2	21	-1	-3	-7	.	0.1
CC(OC(=O)c1cccs1)C(=O)NCc1ccco1 (stereo not drawn)	0.55	-2.3	7	2	5	1	-2	-2	0.3
COc1ccc(CNc2c(CO)cnc3c2cnn3C)cc1	0.29	-0.4	-2	-6	-19	6	3	23	3.9
O=C(CSc1nnc(C2CC2)n1Cc1ccco1)NCC(F)(F)F	1.1	0.4	7	-4	0	2	-1	0	2.0
CCOC(=O)N1CCC(NC(=O)c2ccc(CS(=O)(=O)c3ccc(OC)cc3)o2)CC1	-0.029	0.0	9	0	-20	1	-3	-1	1.7
COc1cccc(C(=O)Nc2ccc(NC(C)=O)cc2)c1	0.46	-0.3	6	4	-5	6	-6	1	0.0
O=C1Nc2ccccc2N(O)N1c1ccc(S(=O)(=O)N2CCOCC2)cc1	-0.49	0.5	8	0	-17	8	-6	-2	0.0
O=c1[nH]c2ccccc2n1Cc1ccc(Cl)cc1	0.92	0.4	3	-1	-17	19	-12	-5	0.0
Cc1ccccc1NC(=S)NCc1ccc2c(c1)cc(C)n2C	0.11	-27	4	-4	-14	-1	-1	-2	.
Cc1cccc(N2CCN(C(=S)NC3CCCCC3)CC2)c1C	.	-3.7	8	16	2	0	0	-9	0.8
O=C(O)C(O)c1ccco1 (stereo not drawn)	1.2	1.6	6	25	-31	4	3	-25	0.1
CN1CCN(C(=O)CCc2nc(-c3ccc(Cl)cc3)no2)CC1	-0.96	0.9	2	-5	-9	-3	3	-37	2.1
O=C(CSc1nc2ccccc2[nH]1)N=Nc1c(O)[nH]c2ccccc12	0.15	0.4	13	0	-1	5	-5	7	1.0
Cc1[nH]n(-c2ncc(-c3ccc(Cl)cc3)s2)c(=O)c1C(c1ccc(Cl)cc1)C(C#N)C#N (stereo not drawn)	-1.4	-0.2	10	29	-31	7	5	-4	0.8
COc1ccc(N=C(N)N=C(N)N)c(OC)c1	0.86	0.9	6	0	7	4	-14	-6	-0.1
Cc1noc(C)c1S(=O)(=O)NC1CCCc2ccccc21 (stereo not drawn)	-0.55	-0.6	12	2	26	7	2	-2	0.1
COc1ccc(-c2csc(N)n2)cc1F	0.31	-1.1	1	22	-6	-11	-19	2	0.2
(listing goes on)
SMILES	KCC2 mod	TNF death inh	FXIIa inh 1536	Hck-Nef inh	KLK5 inh	FXIa inh	thrombin 1536	Rad51 HR inh	zVAD death inh
CC1(C(=O)OCc2cc(=O)n3cc(Br)ccc3n2)CC1(Cl)Cl (stereo not drawn)	-0.67	1.6	5	24	1	2	9	-22	0.9
CCOc1ccc(C(=O)CSc2nnc(N)s2)cc1	0.53	-1.0	7	5	-15	5	-1	-4	1.3
COc1ccccc1/C=C/CN1CCCC(CCC(=O)NCc2ccc(F)c(F)c2)C1 (stereo not drawn)	-0.22	4.8	13	19	4	0	-2	-3	-1.2
O=C(CSc1ncc(C(F)(F)F)cc1Cl)NCC1CCCO1 (stereo not drawn)	0.14	-0.8	12	20	2	0	2	-4	-0.1
CCSc1ccc(C(=O)NCC(=O)O)cc1	.	1.8	5	7	-2	0	-3	13	0.5
O=C(Cn1ncc(Cl)c(Cl)c1=O)N1CCN(S(=O)(=O)c2ccc3ccccc3c2)CC1	0.23	-13	18	3	-6	7	-4	-3	-0.7
Cc1ccc(C(=O)N/C(=C/c2cccs2)C(=O)NCc2ccco2)cc1	0.38	0.8	14	4	-15	5	-8	0	0.3
CCC(=O)N1CCN(c2ccccc2NC(=O)c2ccc(-c3cccc([N+](=O)[O-])c3)o2)CC1	-0.095	-0.9	2	4	-14	7	-4	7	0.5
CCC(=NCc1ccc(Cl)c(Cl)c1)c1nc(-c2ccco2)oc1O	-1.1	2.0	10	3	-10	-1	-4	2	0.8
CC(C)(C)n1cnc2cc(NS(=O)(=O)c3ccc(Br)cc3)ccc21	.	-1.3	17	-1	5	6	7	3	-0.6
COc1ccccc1N1CCN(/N=C/c2cc(OC)c(OC)c(OC)c2)CC1	0.3	2.6	12	2	-24	7	-3	.	1.3
Cc1cccc2cc(CN(C(=O)c3cnccn3)C3CCCCC3)c(Cl)nc12	.	-3.8	14	-1	-29	1	4	3	-0.4
CCN(Cc1ccccc1)C(c1cc2ccc(C)cc2[nH]c1=O)c1nnnn1CCOC (stereo not drawn)	-1.2	-0.8	12	-19	-3	6	2	0	0.0
Cc1c(C(=O)OC(C)C)[nH]c2c1C(=O)CC(C)(C)C2	0.32	-1.0	6	1	-13	-1	-7	-6	0.1
O=C(Nc1ccc(NC(=O)c2ccc(S(=O)(=O)c3ccccc3)cc2)cc1)c1ccccc1	.	-1.9	4	1	2	-2	1	.	-0.4
Cn1cccc1CNC(=O)Nc1ccccc1	-0.018	1.1	-6	-1	-12	7	-3	3	0.3
COC(=O)C1=C(C)N(Cc2ccc(OC)cc2)C(=O)C1	0.21	-2.4	9	1	-14	-4	-18	1	-0.1
NS(=O)(=O)c1ccc(NC(=O)COC(=O)CCc2c[nH]c3ccccc23)cc1	0.42	-0.8	3	20	1	-3	-6	0	1.9
O=C(CNC(=O)c1ccco1)NCC(=O)OCc1ccc(Cl)cc1	.	1.3	17	-2	-15	3	-9	-8	0.7
CCOC(=O)N1CCN(C(=O)CCN2C(=O)COc3ccc(C)cc32)CC1	0.35	-0.1	-8	1	-29	-10	-13	1	0.5
CCN1CCN(C(=O)N2CCOCC2)CC1	0.62	1.0	2	14	-5	-5	-11	2	6.3
Cc1cnc(C(=O)Nc2ccc(N3CCOCC3)cc2)cn1	.	0.0	8	-1	16	-1	-5	6	0.5
CCc1sc(C(=O)NC)cc1Br	-0.14	-1.6	3	10	9	-9	-2	1	-0.1
COCCCNC(=O)c1cc2c(=O)n(C)c3ccccc3c2n1C	.	-5.7	9	1	2	0	-3	-2	11
COCCCNC(=S)N1CCCN(c2nc3cc(C)c(C)cc3cc2C#N)CC1	-1.6	0.8	5	26	1	-3	-3	-35	-1.5

6 compounds already listed, arranged by the value under thrombin 1536, descending:
canonical_smiles,thrombin 1536
CC1(C(=O)OCc2cc(=O)n3cc(Br)ccc3n2)CC1(Cl)Cl (stereo not drawn),9
CCOc1ccc(C(=O)CSc2nnc(N)s2)cc1,-1
COCCCNC(=S)N1CCCN(c2nc3cc(C)c(C)cc3cc2C#N)CC1,-3
O=C(Cn1ncc(Cl)c(Cl)c1=O)N1CCN(S(=O)(=O)c2ccc3ccccc3c2)CC1,-4
O=C(CNC(=O)c1ccco1)NCC(=O)OCc1ccc(Cl)cc1,-9
CCN1CCN(C(=O)N2CCOCC2)CC1,-11

The main list resumes with the 4 entries that preceded the break.
SMILES	KCC2 mod	TNF death inh	FXIIa inh 1536	Hck-Nef inh	KLK5 inh	FXIa inh	thrombin 1536	Rad51 HR inh	zVAD death inh
Cc1cnc(C(=O)Nc2ccc(N3CCOCC3)cc2)cn1	.	0.0	8	-1	16	-1	-5	6	0.5
CCc1sc(C(=O)NC)cc1Br	-0.14	-1.6	3	10	9	-9	-2	1	-0.1
COCCCNC(=O)c1cc2c(=O)n(C)c3ccccc3c2n1C	.	-5.7	9	1	2	0	-3	-2	11
COCCCNC(=S)N1CCCN(c2nc3cc(C)c(C)cc3cc2C#N)CC1	-1.6	0.8	5	26	1	-3	-3	-35	-1.5
CCOC(=O)/C(N=Nc1ccc(F)cc1)=C(/O)c1ccc([N+](=O)[O-])cc1	0.6	0.2	8	18	5	1	1	.	-0.1
COc1ccc(S(=O)(=O)N2CCC(C(=O)NCc3cccs3)CC2)cc1	0.059	0.4	6	20	-1	-2	-2	11	-1.1
CCOC(=O)C1(Cc2ccc(OC)cc2)CCN(C(=O)c2ccoc2C)CC1	0.53	-0.5	2	-6	-3	-6	-6	7	-0.2
CCN(CC)S(=O)(=O)c1ccc(C(=O)N2CCN=C2SC)cc1	1.5	2.5	14	1	-17	5	0	-3	1.0
CCOc1ccc(C(=O)NC2CCN(CC(=O)NCc3cccs3)CC2)cc1	0.43	2.0	2	20	-4	-5	-7	.	0.6
CCCCCCCCCOC(=O)C(CC(=O)O)N1CCOCC1 (stereo not drawn)	.	-0.3	7	0	0	-3	0	-2	0.5
Cc1cc(-c2ccccc2C(=O)O)on1	0.35	0.6	10	2	-22	-5	-4	-8	2.1

Only part of the results is shown (hit frequency here may not be typical).
